EP2 mod: modulators of human EP2 prostaglandin E2 receptor; P43116; EP2-expressing cells, cAMP HTRF FRET, PGE2 co-stimulation; induction, % at 25 µM; 0.83% of 260,000 active;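 active = compounds whose cAMP rise, as percent of the full-agonist control response, exceeds 60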;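 also: rat C6 glioma line stably carrying human EP2 under a CMV promoter; the protocol text gives 20 µM as final concentration; 100% = response of wells given 1 µM PGE2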
Ba/F3 V617F tox: loss of viability in JAK2V617F-driven Ba/F3 cells; Ba/F3 EpoR-JAK2V617F viability, ATP luminescence; inhibition, % at 5.6 µM; 1.1% of 220,000 active; AID 1446;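 active = inhibition above the campaign mean plus 3 SD over all tested compounds, cut at about 24% in these data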;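 also: cytokine-independent growth of Ba/F3 cells driven by EpoR plus mutant JAK2; 0% = DMSO-treated cells and 100% = JAK inhibitor I control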
m-calpain inh: inhibitors of pig calpain II. 0.37% of 220,000 active. purified calpain II, fluorogenic peptide substrate, 30 min. inhibition, % at 16 µM;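 active = inhibition above about 50%, limit read from the data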
TRPML3 agonist: activates the human TRPML3 channel; 0.29% of 220,000 active; AID 1448; Q8TDD5; HEK293 TRPML3-YFP, Fluo-8 calcium fluorescence; 100% = the carbachol control signal; activation, % at 3 µM;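 active = activation above its plate's cutoff, the mean activation of the plate's test wells plus 3 SD, cut at about 12% in these data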;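 also: 0% = DMSO only wells and 100% = carbachol wells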
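Test system: HEK293 cells stably carrying human TRPML3-YFP; Doses: single dose, 3 µM final nominal compound, 0.3% DMSO final; Schedule: dye loading 1 h 37 °C then 30 min ambient, 125 s read; Technique: Fluo-8 calcium fluorescence; Benchmarks: high control carbachol 87 µM, low control DMSO.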
PERK inh: inhibitors of human PERK kinase; Q9NZJ5; CHO PERK-DD fusion, SEAP luminescence translation reporter; inhibition, % at 5.6 µM; 0.17% of 220,000 active; AID 1416;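 active = inhibition above the mean inhibition of all tested compounds plus 3 SD, set separately per screening campaign, cut at about 2.9% in these data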;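 also: PERK kinase domain activated by AP20187 dimerizer at 100 nM; 0% = DMSO with dimerizer and 100% = rapamycin at 8.4 µM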
Target sequence (Q9NZJ5 whole entry, looked up, the tested form may be a part): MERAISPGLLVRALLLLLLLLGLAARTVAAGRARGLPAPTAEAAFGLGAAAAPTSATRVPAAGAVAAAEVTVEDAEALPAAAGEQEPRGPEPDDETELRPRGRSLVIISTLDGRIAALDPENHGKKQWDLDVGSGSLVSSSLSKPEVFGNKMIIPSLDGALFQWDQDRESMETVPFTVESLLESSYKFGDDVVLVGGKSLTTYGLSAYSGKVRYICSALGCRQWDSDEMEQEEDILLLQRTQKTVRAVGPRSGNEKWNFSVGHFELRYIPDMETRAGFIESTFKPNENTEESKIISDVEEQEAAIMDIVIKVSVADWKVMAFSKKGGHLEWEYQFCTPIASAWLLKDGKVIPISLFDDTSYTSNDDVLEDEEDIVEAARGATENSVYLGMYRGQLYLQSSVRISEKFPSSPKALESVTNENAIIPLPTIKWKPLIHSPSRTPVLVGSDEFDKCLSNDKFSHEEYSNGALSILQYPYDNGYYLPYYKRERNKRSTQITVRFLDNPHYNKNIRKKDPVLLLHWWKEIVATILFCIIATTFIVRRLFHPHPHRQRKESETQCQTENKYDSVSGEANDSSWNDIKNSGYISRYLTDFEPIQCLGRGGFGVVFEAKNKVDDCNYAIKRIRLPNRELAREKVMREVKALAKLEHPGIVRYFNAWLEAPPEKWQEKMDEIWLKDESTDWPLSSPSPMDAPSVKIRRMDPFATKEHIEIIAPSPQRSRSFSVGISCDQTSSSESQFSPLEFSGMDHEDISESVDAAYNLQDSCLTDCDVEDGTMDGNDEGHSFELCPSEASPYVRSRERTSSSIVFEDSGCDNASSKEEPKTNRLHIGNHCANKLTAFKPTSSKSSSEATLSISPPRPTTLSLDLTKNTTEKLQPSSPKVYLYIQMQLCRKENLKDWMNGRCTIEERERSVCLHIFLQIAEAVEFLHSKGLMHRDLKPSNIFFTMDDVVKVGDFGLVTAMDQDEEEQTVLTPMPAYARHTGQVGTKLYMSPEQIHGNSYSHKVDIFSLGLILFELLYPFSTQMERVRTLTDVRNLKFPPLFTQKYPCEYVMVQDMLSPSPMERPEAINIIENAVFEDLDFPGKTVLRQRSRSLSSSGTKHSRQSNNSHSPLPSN
S1P4 antagonist: human S1P4 receptor antagonism; inhibition, % at 4.98 µM; S1P4-expressing cells, antagonist mode, reporter read-out; AID 1510; 0.26% of 220,000 active; in the data active = inhibition above about 29%;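 also: 0% = wells stimulated with agonist and 100% = vehicle wells without agonist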
S1P4 agonist: activates the human S1P4 receptor. S1P4-expressing cell line, agonist reporter assay. activation, % at 4.98 µM. 0.35% of 220,000 active; in the data active = activation above about 11%;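 also: 0% = DMSO vehicle and 100% = reference agonist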
TRPN1 ag: agonists of zebrafish TRPN1 channel | HEK293 zebrafish TRPN1-YFP, Fluo-8 calcium fluorescence; 100% = response to 87 µM carbachol | activation, % at 3 µM | 0.18% of 220,000 active | AID 1424;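 active = activation above its plate's cutoff, the mean activation of test wells on that plate plus 3 SD, cut at about 19% in these data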;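 also: 0% = DMSO alone and 100% = 87 µM carbachol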
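Material: zebrafish TRPN1-YFP in HEK293 cells; Doses: single test compound dose, 3 µM nominal, 0.3% DMSO; Timing: dye loading 1 h at 37 °C, then 30 min room temperature; Technique: intracellular calcium fluorescence with Fluo-8; Benchmarks: high carbachol 87 µM, low DMSO alone.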
BaF3 parental: reduces parental Ba/F3 cell viability, JAK2V617F counter-screen; CellTiter-Glo ATP luminescence; inhibition, % at 5.6 µM; 1.1% of 220,000 active; AID 1486;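 active = inhibition above a per-campaign cutoff, the mean inhibition of all tested compounds plus 3 SD, cut at about 27% in these data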;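 also: 0% = DMSO wells and 100% = JAK Inhibitor I control wells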
Starred values were filed as active, the others as inactive; i = inactive; . = no result given; & = joins results of further samples. This is a random part of the collection; about 3.6% have a hit in one of these screens.

SMILES	EP2 mod	Ba/F3 V617F tox	m-calpain inh	TRPML3 agonist	PERK inh	S1P4 antagonist	S1P4 agonist	TRPN1 ag	BaF3 parental
COc1ccc2nc(SCC(=O)c3ccco3)[nH]c2c1	-13	-1	2	0.4	0.9	-2	1.0	-0.3	0
CC(C)N1CCC(N2CCN(C3CCCCC3)CC2CCO)CC1 (centres undefined)	-14	1	1	0.0	1.1	7	0.2	2.1	3
O=C(CN1C(=O)NC2(CCCCC2)C1=O)NC1CCCc2ccccc21 (centres undefined)	4	1	-11	-0.2	-0.4	-8	2.1	-0.3	11
CCn1ccnc1CN1CCCC(C(=O)c2ccc3c4c(cccc24)CC3)C1 (centres undefined)	-64	-3	-99	0.1	1.6	-18	0.8	-0.5	2
Cc1ccccc1OCCCN1CCCC1	-2	-2	-22	-0.1	0.4	-13	1.5	-2.9	5
Cc1cnccc1CN(C)Cc1nc(Cc2ccccc2Cl)no1	-25	0	-25	3.5	0.8	-8	0.2	7.0	10
CCc1ccc(Oc2coc3cc(OC(=O)c4cc5ccccc5oc4=O)ccc3c2=O)cc1	10	0	-123	0.5	-1.2	-13	1.1	0.5	2
N#Cc1nc(N2CCCCC2)nc(N2CCOCC2)n1	6	-2	1	-0.2	-0.3	-8	1.5	1.2	5
NC(=O)c1cccc2c3c([nH]c12)CCCC3	-4	1	-26	-1.0	1.0	-15	-0.1	-1.6	5
CSc1nc(-c2ccco2)nn1C(=O)CCc1ccccc1	31	6	-20	0.4	-0.3	-7	0.1	1.2	2
CC(=O)NS(=O)(=O)c1ccccc1	11	-4	-45	1.2	1.9	-20	2.0	1.1	-1
COCCCn1c(=S)[nH]c(C)c(C)c1=O	18	-5	14	-0.4	1.1	-3	-0.9	1.1	3
CN(CC(=O)NCc1ccncc1)S(=O)(=O)c1ccc2ccccc2c1	-40&-54	1	-7	0.8	0.8	10	0.9	0.2	7
Cc1ccc(OCC(=O)Nc2ccc([N+](=O)[O-])cc2)cc1	19	-6	-4	-0.1	0.5	2	1.1	-0.9	1
Cc1ccc(N2C(=O)c3ccccc3C2Nc2ccc(S(=O)(=O)N3CCCCC3)cc2)nc1 (centres undefined)	6	4	-53	1.4	-1.2	-8	-3.2	0.4	7
O=C(N/N=C/c1ccc(OC(F)F)cc1)c1ccc(CSc2nc3ccccc3[nH]2)cc1	-6	8	20	-0.4	-0.3	-10	0.3	0.8	10
O=C(O)c1ccccc1C(=O)Nc1n[nH]c(=S)s1	17	-3	-18	1.4	1.1	-16	2.2	1.3	2
COc1ccc(OC)c(NC(=O)CSc2nnc(C3CCCCC3)o2)c1	17	-2	7	-0.5	0.6	-12	1.5	-1.2	4
S=c1[nH]nc(-c2ccco2)n1/N=C/c1ccc(Br)s1	26	-4	11	-0.6	1.3	12	-2.7	-2.0	0
N#CC(c1nc2ccccc2nc1N1CCCC1)S(=O)(=O)c1cccs1 (centres undefined)	10	4	i	0.4	-0.5	5	-1.3	1.1	5
Cc1nc2cccc(C(=O)NC3CCCCC3)c2o1	23	1	-39	0.5	0.4	-8	-0.7	-1.7	9
O=[N+]([O-])c1ccc(Sc2ccc(Cl)c(Cl)c2)nc1	13	2	-10	-0.5	1.0	8	1.7	-1.6	9
COc1ccc(C(=O)N2CCC(C(=O)c3ccc(F)cc3)CC2)cc1	-24	-3	32	0.5	1.1	-9	-0.8	4.6	0
Cc1cccc(-n2nc3c(c2NC(=O)CCC2CCCCC2)CS(=O)C3)c1C (centres undefined)	10	-3	-14	-0.1	-0.6	-9	1.2	-1.2	4
Cc1cc(NC(=O)CSc2c3c(nc4ccccc24)CCC3)no1	17	-2	-8	-0.8	-0.4	-8	-1.1	-0.7	1
CCC(C)[C@H](NC(=O)NCCC1=CCCCC1)C(=O)O (some centres undefined)	18	-6	-13	0.8	1.4	0	0.6	0.5	1
O=C(O)c1ccc(NS(=O)(=O)c2ccc(Cl)cc2)cc1	12	-3	14	0.1	0.5	-22	0.8	-0.2	4
CC(O)c1nc2ccccc2n1CC(=O)Nc1ccc2c(c1)OCCO2 (centres undefined)	5	-2	-11	0.7	0.2	-6	0.3	-0.6	-3
O=C(Nc1ccc(F)cc1)c1cccc(NC(=O)C2C3CC4OC(=O)C2C4C3)c1 (centres undefined)	6	-3	-26	0.4	-0.5	7	-3.2	0.9	2
CC1=NN(c2ccc(Cl)c(C(=O)O)c2)C(=O)C1	18	3	-15	0.8	1.4	-9	-0.8	-0.1	8
CN(C)n1cccc1/C=C(\C#N)S(=O)(=O)c1cccc(Cl)c1	-8	-3	-12	-0.3	1.1	15	-0.8	-0.7	-3
COc1ccc(C/C(C)=N/NC(=S)Nc2ccc(C)c(C)c2)cc1	-10	-3	-2	0.6	1.0	3	-1.7	-1.3	2
Cc1nonc1OCCCNc1ccc([N+](=O)[O-])cc1Cl	-27	-3	-8	1.2	0.4	-29	3.4	0.7	4
Clc1ccc(CNCc2cccs2)cc1Cl	23	1	3	-0.3	1.6	3	1.0	0.6	8
O=C(Cc1ccc(-n2cccc2)cc1)NC1CCCCCC1	-20	1	-33	-0.1	-0.4	-10	-2.2	-1.0	5
COCCN1CN(S(=O)(=O)c2ccccc2)c2nc3ccccc3nc21	19	-6	-16	-0.3	-0.5	1	-2.2	-0.3	1
Cc1ccc(C2C(C(=O)c3sc(-c4ccccc4)nc3C)=C(O)C(=O)N2CCN(C)C)o1 (centres undefined)	.	2	.	0.9	0.5	-16	1.4	-1.4	4
Cn1c(SCc2ccc(C#N)cc2Cl)nc2ccccc21	-26	8	24	-1.2	-1.6	5	-1.2	-1.8	11
O=C(N/N=C/c1cc(Br)c(Br)o1)c1ccc2c(c1)OCCO2	1	1	-13	-0.2	1.7	-5	-0.1	-1.0	-3
CCCCNC(=O)CSc1nc2ccsc2c(=O)n1CCCC(=O)NCCc1ccc(S(N)(=O)=O)cc1	3	-2	27	0.1	1.2	-10	0.0	-2.2	-2
CCn1cc(C(=O)NCCCN2CC(C)CC(C)C2)c(=O)c2cc(S(=O)(=O)N(C)C)ccc21 (centres undefined)	4	-3	15	0.6	0.7	-18	0.7	2.7	0
Cc1noc(C)c1C(=O)Nc1cccnc1	7	1	14	0.6	-0.3	5	-1.0	1.2	1
OC(CN1CCOCC1)c1ccc(F)cc1 (centres undefined)	14	8	9	0.3	0.8	-3	-0.4	0.6	11
O=c1c2ccccc2nnn1CSc1ccccc1	22	-1	8	0.2	0.5	-1	-0.2	-0.2	5
COc1ccc2[nH]c3ccccc3c2c1	-12	-4	-18	-1.4	0.7	2	-1.2	-1.5	-1
CC(=O)Nc1cccc(Nc2nc(-c3ccccc3)nc3ccccc23)c1	-46	1	-82	1.5	0.5	2	-0.3	4.1	6
CC(Sc1nncn1C)C(=O)Nc1cc(C(F)(F)F)ccc1N1CCOCC1 (centres undefined)	24	0	-11	0.7	0.1	-38	2.2	-0.2	3
O=C(c1ccco1)N1CCC(c2nc(-c3ccc(F)cc3)no2)CC1	-5&-16	-4	-9	0.5	0.9	-3	-4.1	-0.8	4
O=C(NCc1ccccc1)N1CCOCC1	7	-3	31	0.4	-0.1	-8	4.8	1.0	0
Cc1[nH]n(-c2ccccc2)c(=O)c1C(c1ccc(O)c([N+](=O)[O-])c1)c1c(C)[nH]n(-c2ccccc2)c1=O	.	-3	.	0.1	-0.1	-9	-0.1	0.2	-2
COc1ccc(CCNC(=O)CSCc2ccc(C)cc2)cc1OC	.	-4	.	-0.5	1.1	-15	2.0	0.1	0
CC(=O)OC(C(=O)NC1CCCCC1)c1cccc(C)c1 (centres undefined)	24	-1	-39	0.6	0.6	-20	0.7	0.8	3
Nc1nonc1-c1noc(CCCOc2ccc(Cl)cc2Cl)n1	-19	-4	-1	-0.4	1.2	-4	-0.2	-0.9	1
C/C(=N/OCO/N=C(\C)c1ccccc1F)c1ccccc1F	21	2	-4	0.7	0.6	-8	0.2	-1.8	9
Cc1cc(SCC(=O)N2CCC(c3noc4ccc(F)cc34)CC2)nc2ccccc12	-38	-3	19	-0.4	0.5	-20	2.0	0.8	0
O=C(N/N=C1\CCS(=O)(=O)c2ccc(F)cc21)c1ccc(O)cc1	19	-3	6	0.7	0.3	-13	0.2	-0.4	2
Cc1cc(C)n2ncc(C(=O)NCc3ccc(Cl)cc3)c2n1	18&14	-2	-272	0.0	-0.5	-11	-3.8	-0.9	4
Cc1cccn2c(=O)c3cc(C(=O)NCC4CCCO4)c(=N)n(CCN4CCOCC4)c3nc12 (centres undefined)	-7	-3	i	0.7	-1.3	11	-0.9	1.4	3
COC(=O)c1cc2c(ccn2-c2ccc(F)cc2)n1Cc1ccc(C#N)cc1	-86	-4	-1	0.3	1.1	2	0.8	-0.1	1
Cc1nc(-c2ccc(NC(=O)c3ccccc3Br)cc2)cs1	-71	2	14	1.0	-0.5	-7	1.0	1.9	7
Cc1cc(C)n(-c2ccc(C(=O)Nc3cccc(S(=O)(=O)N4CCCC4)c3)cc2)n1	-13	0	0	3.7	0.5	6	0.9	7.5	1
Cc1ccc(C(=O)N/N=C\c2c(C)nn(-c3ccccc3)c2Cl)cn1	12	2	29	0.3	-0.5	6	-0.7	1.6	8
CN(C)S(=O)(=O)c1ccc(N2CCCC2)c(C(=O)Nc2nc(-c3cc(F)ccc3F)cs2)c1	12	-1	-10	0.5	0.3	-14	0.3	0.2	8

7 entries picked at random from the list so far, as already listed:
SMILES	EP2 mod	Ba/F3 V617F tox	m-calpain inh	TRPML3 agonist	PERK inh	S1P4 antagonist	S1P4 agonist	TRPN1 ag	BaF3 parental
COc1ccc(C/C(C)=N/NC(=S)Nc2ccc(C)c(C)c2)cc1	-10	-3	-2	0.6	1.0	3	-1.7	-1.3	2
Nc1nonc1-c1noc(CCCOc2ccc(Cl)cc2Cl)n1	-19	-4	-1	-0.4	1.2	-4	-0.2	-0.9	1
CC1=NN(c2ccc(Cl)c(C(=O)O)c2)C(=O)C1	18	3	-15	0.8	1.4	-9	-0.8	-0.1	8
Cc1cccn2c(=O)c3cc(C(=O)NCC4CCCO4)c(=N)n(CCN4CCOCC4)c3nc12 (centres undefined)	-7	-3	i	0.7	-1.3	11	-0.9	1.4	3
Cc1nonc1OCCCNc1ccc([N+](=O)[O-])cc1Cl	-27	-3	-8	1.2	0.4	-29	3.4	0.7	4
Cc1ccc(C2C(C(=O)c3sc(-c4ccccc4)nc3C)=C(O)C(=O)N2CCN(C)C)o1 (centres undefined)	.	2	.	0.9	0.5	-16	1.4	-1.4	4
CCCCNC(=O)CSc1nc2ccsc2c(=O)n1CCCC(=O)NCCc1ccc(S(N)(=O)=O)cc1	3	-2	27	0.1	1.2	-10	0.0	-2.2	-2

Compound activity: PubChem BioAssay, several laboratories
